High-throughput results (PubChem)
CHT block: human CHT choline transport inhibition; Q9GZV3; CHT-expressing cells, membrane potential dye, choline response; stronger effect = lower value; B-score at 10 µM; actives 0.86% (n = 310,000); AID 488975;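 active = B-score over 3 SD under the library average, and starting fluorescence ratio not unusually high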;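 also: choline stimulus applied at its EC90 after an EC20 pre-addition; B-score computed on integrated fluorescence ratio after choline addition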
Target sequence (Q9GZV3 whole entry, looked up): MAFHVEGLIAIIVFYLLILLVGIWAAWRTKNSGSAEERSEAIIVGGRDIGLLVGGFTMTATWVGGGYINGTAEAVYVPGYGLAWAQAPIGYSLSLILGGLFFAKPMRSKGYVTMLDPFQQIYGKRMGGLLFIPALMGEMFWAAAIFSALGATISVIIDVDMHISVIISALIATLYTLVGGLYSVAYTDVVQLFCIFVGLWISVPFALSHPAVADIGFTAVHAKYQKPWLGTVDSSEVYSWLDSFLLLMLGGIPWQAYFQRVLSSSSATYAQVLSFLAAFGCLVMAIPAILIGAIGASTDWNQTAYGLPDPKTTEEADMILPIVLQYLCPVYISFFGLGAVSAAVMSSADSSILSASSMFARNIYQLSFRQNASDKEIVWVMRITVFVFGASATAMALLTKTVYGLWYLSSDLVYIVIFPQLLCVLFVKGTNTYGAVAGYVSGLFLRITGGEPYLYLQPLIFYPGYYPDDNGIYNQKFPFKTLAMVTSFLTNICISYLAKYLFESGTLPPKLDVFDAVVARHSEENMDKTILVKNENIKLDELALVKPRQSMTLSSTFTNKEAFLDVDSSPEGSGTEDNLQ
Kir21 inh: inhibitors of mouse Kir2.1 inward-rectifier potassium channel; HEK293-Kir2.1, FluxOR thallium flux fluorescence; stronger effect = lower value; B-score at 10 µM; actives 0.85% (n = 310,000); AID 1672;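 active = fluorescence ratio B-score at or below minus 3 SD of library scores, with starting-brightness B-score within 2 SD, cut at about -4.2 in these data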;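 also: channel flux triggered by added potassium and thallium sulfate stimulus; B-score of peak minus minimum fluorescence over baseline after thallium stimulus; more negative B-score means stronger Kir2.1 block with less thallium influx; some compounds called inactive have numbers as strong as hits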
Target sequence (P35561 whole entry, looked up): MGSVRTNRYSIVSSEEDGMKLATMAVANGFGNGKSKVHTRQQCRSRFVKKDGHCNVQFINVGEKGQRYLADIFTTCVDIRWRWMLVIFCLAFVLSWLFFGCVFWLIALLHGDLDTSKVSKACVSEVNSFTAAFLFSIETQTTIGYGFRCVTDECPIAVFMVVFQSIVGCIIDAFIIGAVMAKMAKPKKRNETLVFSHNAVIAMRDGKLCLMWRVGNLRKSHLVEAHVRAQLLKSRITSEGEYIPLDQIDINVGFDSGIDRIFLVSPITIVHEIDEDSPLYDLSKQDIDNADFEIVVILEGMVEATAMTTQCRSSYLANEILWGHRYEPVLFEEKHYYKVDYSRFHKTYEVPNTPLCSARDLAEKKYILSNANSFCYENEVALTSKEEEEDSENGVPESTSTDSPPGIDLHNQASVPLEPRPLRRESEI
Numbers without * were called inactive; i = inactive; . = no result given.

CHT block	Kir21 inh	molecule
i	1.09	COc1cccc(/C=C/C(=O)OCC(=O)NCCC2=CCCCC2)c1
i	-3.28	COc1ccc(-c2ccc3c(N)c(C(=O)c4cccc(OC)c4)sc3n2)cc1
i	-3.46	C=CCn1c(CSCc2ccc(C)cc2)nnc1SCC(=O)NCc1ccccc1
i	0.71	CC1CCN(CC(=O)Nc2ccc(Cl)cc2[N+](=O)[O-])CC1
i	-1.83	Cc1ccc2nc(NC(=O)COC(=O)c3ccncc3)sc2c1
i	0.87	CC(=O)N1CCC2(CC1)C(C#N)=C(N)Oc1n[nH]c(CSc3ccc(C)cc3)c12
i	-0.02	C#CCSc1nnc(-c2ccccc2)c(=O)[nH]1
i	-0.79	C[C@@H]1CC2OC(=O)[C@@]3(C)C(=O)CC[C@@](C)(C23)[C@@]1(O)CCc1ccoc1 (stereo not given in full)
i	-0.05	Cc1ccc(C(=O)Oc2coc(CSc3nnc(NC(=O)c4cccs4)s3)cc2=O)cc1C
i	-2.48	O=C(O)CCC(=O)NCCc1cccc(Cl)c1
i	0.23	CC(C)CN1C2CCCC1CC(NC(=O)c1ccc([N+](=O)[O-])cc1)C2 (stereo not given)
i	0.84	O=[N+]([O-])c1ccc(N2CCNCC2)c(S(=O)(=O)N2CCOCC2)c1

By substructure, the entries above containing a thiophene ring, fused or not (2)
CHT block	Kir21 inh	molecule
i	-3.28	COc1ccc(-c2ccc3c(N)c(C(=O)c4cccc(OC)c4)sc3n2)cc1
i	-0.05	Cc1ccc(C(=O)Oc2coc(CSc3nnc(NC(=O)c4cccs4)s3)cc2=O)cc1C

Going on with the list:
CHT block	Kir21 inh	molecule
i	-1.13	CN1CCN(/N=C/c2ccc(-c3ccc([N+](=O)[O-])cc3Cl)o2)CC1
i	0.04	O=C(CN(c1cccc([N+](=O)[O-])c1)S(=O)(=O)c1ccccc1)NCc1ccccc1
i	0.5	C=CCOc1c(Cl)cc(CNCCCN2CCOCC2)cc1OC
i	-0.39	CC1=Nn2c(nnc2-c2ccc(F)cc2)SC1
i	-0.03	COc1ccc(OCC(=O)Nc2cccc(NC(=O)COc3ccc(OC)cc3)n2)cc1
i	-1.6	O=C(Nc1ccc(C(F)(F)F)cc1)c1ccccc1Br
i	-0.1	CCOC(=O)c1ccc2c(c1)nc(SCC(=O)c1ccco1)n2CC
-7.28*	0.18	Cc1cc(=O)[nH]c(SCC(=O)c2ccc(C)c(C)c2)n1
i	-2.06	O=C(O)c1cccc(-n2nnnc2SCc2ccccn2)c1
i	-0.05	CCS(=O)(=O)c1ccc2oc(SCC(=O)NCCc3ccccc3)nc2c1
i	1.68	COc1ccc(-n2cnc3cc(C(=O)NCCN4CCOCC4)ccc32)cc1
i	0.34	c1ccc(CSc2ccc3nnc(-c4cccnc4)n3n2)cc1
i	-0.33	O=C(O)CCSc1nnnn1-c1ccccc1
i	1.15	CC1=C(C(=O)Nc2ccc(C)cc2C)C(c2cccc(Cl)c2)n2nc(C(=O)OC(C)C)nc2N1 (stereo not given)
i	-1.56	Nc1nonc1-c1noc(-c2ccc(Br)o2)n1
i	0.83	O=S(=O)(c1ccc(OCC(O)CN2CCCC2)cc1)N1CCOCC1 (stereo not given)
i	-4.18	CN(c1cccc(NC(=O)Nc2ccc(Cl)cc2)c1)S(C)(=O)=O
i	-1.71	Cc1cccc(-n2ccnc2SCC(=O)Nc2nccs2)c1C
i	0.09	COc1ccc(C(=O)CC(c2ccccc2)C2C(=O)CCCC2=O)cc1 (stereo not given)
.	0.05	Cc1ccc(/C=N/NC(=O)c2cc3c(ccc4ccccc43)o2)o1
i	-2.23	C=CCSc1nc2c(c(C3CC=CCC3)c1C#N)CCC2 (stereo not given)
i	-0.82	O=C(CSc1nc2c(sc3ccccc32)c(=O)n1CCO)NCC1CCCO1 (stereo not given)
i	-0.24	Cn1cccc1C(=O)NC(=O)COC(=O)c1ccccc1Sc1ccccc1C#N
i	-0.69	CNC(=O)C1CCN(S(=O)(=O)c2c(C)noc2/C=C/c2cccc(C)c2)CC1
i	-0.18	CN(CC(=O)Nc1ccc(F)cc1)S(=O)(=O)c1ccc2c(c1)c(=O)n(C)c(=O)n2C
i	-1.66	COc1ccc(OCCNS(=O)(=O)c2cccc([N+](=O)[O-])c2)cc1
i	.	COC(=O)c1ccc(-n2cc(-c3ccc(OC)cc3)[nH]c2=S)cc1
i	-1.83	O=C1C2C(C(=O)N1c1nccs1)C1C=CC2C12CC2 (stereo not given)
i	-1.38	COc1cc(CC(=O)Nc2ccccc2N2CCCCC2)cc(OC)c1OC
i	-0.34	CC1CCCC(NCC(=O)Nc2ccc(C(N)=O)cc2)C1C (stereo not given)
i	0.21	O=C(NCCN1CCOCC1)c1cc([N+](=O)[O-])cc([N+](=O)[O-])c1
i	0.95	Cc1ccc(S(=O)(=O)N2CCC(=O)N(C(COCc3cccc(C(F)(F)F)c3)Cc3ccccc3)CC2)cc1 (stereo not given)
i	-1.92	COc1ccccc1OCc1ccc(C(=O)N2CCOCC2)o1
i	2.22	CCCCOc1ccc(N(CC(=O)NCc2ccccc2)C(=O)c2csnn2)cc1
i	-0.23	CCOc1c(Cl)cc(CNCC(C)C)cc1Cl
i	0.58	COc1ncnc2c1cnn2-c1ccccc1
i	-1.02	COc1cc(NC(=O)[C@@H](NC(=O)c2ccco2)C(C)C)c(OC)cc1NC(=O)c1ccccc1
i	0.71	Cc1cc(C)cc(NCc2ccncc2)c1
i	0.39	COc1ccc(NC(=O)CN(C)C(=O)c2ccc(=O)[nH]c2)cc1
i	1.09	O=C(NNc1nc2ccccc2s1)Nc1ccc(F)cc1
i	0.37	COc1ccc2c(c1)OC13CCCCC1C2C(C(=O)c1ccccc1)C(=O)N3 (stereo not given)
i	0.87	Cn1c2ccccc2c2nnc(SCC(=O)NC3CC3)nc21
i	-0.02	COc1ccc(C(=O)Nc2nnc(-c3ccco3)s2)cc1
i	-0.49	CCOc1ccc(N=C2SC(C(=O)Nc3ccccc3C#N)C(N)=C2C(=O)Nc2ccc(Cl)cc2)cc1 (stereo not given)
i	0.04	O=C(CNC(=O)c1ccc(Cl)cc1)OCC(=O)N1CCCC1
i	-0.08	FC(F)(F)c1cccc(NC(=S)Nc2ccc(Cl)cc2Cl)c1
i	0.09	Cc1cccc(C2NC(=O)c3ccccc3O2)c1 (stereo not given)
i	-1.17	Cc1noc(C)c1S(=O)(=O)N1CCCC(C(=O)NCc2ccccn2)C1 (stereo not given)

Reformatted with values under each structure: entries from further up
Screens in order: CHT block, Kir21 inh
O=C(CNC(=O)c1ccc(Cl)cc1)OCC(=O)N1CCCC1
→ i, 0.04
FC(F)(F)c1cccc(NC(=S)Nc2ccc(Cl)cc2Cl)c1
→ i, -0.08
Cc1cccc(C2NC(=O)c3ccccc3O2)c1 (stereo not given)
→ i, 0.09
COc1ccc(NC(=O)CN(C)C(=O)c2ccc(=O)[nH]c2)cc1
→ i, 0.39
Cc1cc(C)cc(NCc2ccncc2)c1
→ i, 0.71
COc1ccc2c(c1)OC13CCCCC1C2C(C(=O)c1ccccc1)C(=O)N3 (stereo not given)
→ i, 0.37
CCOc1ccc(N=C2SC(C(=O)Nc3ccccc3C#N)C(N)=C2C(=O)Nc2ccc(Cl)cc2)cc1 (stereo not given)
→ i, -0.49

The listing continues:
CHT block	Kir21 inh	molecule
i	1	COc1ccc(S(=O)(=O)N2CCOCC2)cc1NC(=O)CO/N=C/c1ccccc1OC(F)F
i	0	Cc1ccc(C)c(-n2c(=O)c(C#N)cc3c(=O)n4ccccc4nc32)c1
i	0.18	CC1(OC(=O)C2CCCC2)C(=O)C=C2C=C(c3ccsc3)N(C(CO)CO)C=C2C1=O (stereo not given)
i	-1.81	CSc1ccc(/C=C/C(=O)c2ccc(NC(C)=O)cc2)cc1
i	1.74	Cc1onc(-c2c(Cl)cccc2Cl)c1C(=O)Nc1ccc(Cl)cn1
i	-0.97	COc1cccc(CNc2ccc([N+](=O)[O-])c(NCC(=O)O)n2)c1
i	-2.96	O=C(COc1ccccc1Cl)Nc1ccc(NC(=O)c2ccco2)cc1
i	1.78	NNc1nc2cc3c(cc2s1)OCCO3
i	0.91	CCN(CC)CCCN(Cc1cc2cc3c(cc2[nH]c1=O)OCO3)C(=S)NCCOC
i	-0.16	Cc1nnc2c3ccccc3c(-c3cccs3)nn12
i	0.8	Cn1nc(C(=O)NNC(=O)CCc2ccccc2Cl)c2ccccc2c1=O
i	0.42	Cc1ccc(CNC(=O)c2nn(C)c3c2CS(=O)(=O)c2ccccc2-3)cc1
i	0.61	COc1ccc(C(=O)NCCSCc2ccc(Cl)cc2)cc1OC
i	1.54	O=C1CCCCCN1C(=O)c1cccc(C(=O)N2CCCCCC2=O)c1
i	-1.79	O=C(CSc1ncnc2[nH]ncc12)Nc1nc(-c2ccc(F)c(F)c2)cs1
i	0.52	O=C(OCn1nnc2ccccc2c1=O)c1cccnc1
.	-0.86	OC12CCCCC1C(c1ccc3c(c1)OCO3)N(Cc1cccc(F)c1)CC2 (stereo not given)
i	-0.2	CC(C)C1CC(CCN)(c2ccccc2)CCO1 (stereo not given)
i	0.37	Cc1cc(=O)n2nc(N3CCC(C(=O)NCCc4ccccc4)CC3)sc2n1
i	0.54	CC(C)Oc1ccc(-c2nc(NCC3CCCO3)c3ccccc3n2)cc1 (stereo not given)
i	-0.65	Cc1ccc(C(=O)N2CCc3cc4c(cc3C2C)OCCCO4)cc1 (stereo not given)
i	0.02	COc1cc(C)cc2oc(=O)c(CC(=O)N3CCN(C(=O)C4COc5ccccc5O4)CC3)c(C)c12 (stereo not given)
i	-0.27	CCOc1ccc(-n2nc3ccc(N)cc3n2)cc1
i	-0.01	CN(C)Cc1ccc(CNC(=O)COc2ccc3ccccc3c2)cc1
i	-1.16	CC(C)CC(=O)Nc1ccnn1C1CCN(C(=O)c2ccc(F)cc2Cl)CC1
i	-0.86	COc1ccc(CCNC(=O)C2CCC(CNc3c(N4CCCC4)c(=O)c3=O)CC2)cc1OC (stereo not given)
i	0.09	Cc1cc(C)cc(N2CC(C)Cn3c2nc2c3c(=O)[nH]c(=O)n2C)c1 (stereo not given)
i	0.13	CCN1CCN(c2ccc(S(=O)(=O)N3CCCCC3)cc2NC(=O)c2cccc(C(F)(F)F)c2)CC1
i	0.01	Cc1nc(CC(C)C)cc(C(=O)N2CCCC(Nc3ccc(C)c(C)c3)C2)n1 (stereo not given)
i	-1.23	CCn1ncc(C2=NOC(C(=O)N3CCN(c4ccccc4)CC3)C2)c1C (stereo not given)
i	-0.49	CC(C)c1nnc(NC(=O)CCC(=O)NCc2ccccc2Cl)s1
i	-1.21	COCc1cc(C)n(CC(=O)Nc2ccccc2OC)c(=O)c1C#N
i	0.04	CCCn1nnc(NC(=O)c2ccc(OC)cc2)n1
i	0.14	Cc1ccc(-c2c(=O)n(O)c3ccccc3[n+]2[O-])cc1
i	-1.58	Cc1cc(C)c(S(=O)(=O)NCC2CCC(C(=O)NCc3ccccn3)CC2)c(C)c1 (stereo not given)
i	1	CC1CCN(S(=O)(=O)c2cccc(C(=O)Oc3ccc([N+](=O)[O-])cc3)c2)CC1
i	-0.4	CNC(=O)c1ccsc1NC(=O)CN1C(=O)CCC1=O
i	0.01	CC1CCC/C(=N\NC(=S)NCc2ccccc2)C1 (stereo not given)
i	-0.24	C/C(=N\NC(=O)c1cccc(Br)c1)c1cccc(NC(=O)c2ccc(C)o2)c1
i	-0.03	CCOC(=O)C1(Cc2cccc(Cl)c2)CCCN(C(=O)c2ccnn2C)C1 (stereo not given)
i	-0.38	COc1ccc(NS(=O)(=O)c2cccc(C(=O)NCc3ccccn3)c2)cc1
i	-0.14	Cc1cc(/C=N/NC(=O)c2cc3ccccc3o2)c(C)n1C
i	0.88	O=[N+]([O-])c1cccc(-c2ccc(C(=S)N3CCN(c4ccccc4)CC3)o2)c1
i	-0.87	CSc1ccc(C2C(C#N)=C(N)N(c3ccccc3)C3=C2C(=O)CCC3)cc1 (stereo not given)
i	0.01	COc1cc(/C=N/N(C)S(=O)(=O)c2ccc(C)cc2)cc([N+](=O)[O-])c1O
i	-0.63	C=CCN=C1CC(C)(C)CC(=O)/C1=C(\O)CCCN1C(=O)c2ccccc2C1=O
i	-0.06	COc1ccc(-c2cc3c(=O)n(CC(=O)N4CCN(C)CC4)ncn3n2)cc1
i	1.23	CCn1cc(C(c2ccccc2)C(C(C)=O)[N+](=O)[O-])c2ccccc21 (stereo not given)
i	-0.97	Cc1ccccc1C(=O)NCCc1nnc(SCC(=O)Nc2nc(-c3ccccc3)cs2)n1C
i	-0.5	COc1cc(-c2nc3ccccn3c2NCc2ccccc2)ccc1SC1CCCCC1
-5.4*	-0.53	COc1ccc(C(=O)CSc2nnc(-c3ccco3)n2C)cc1
i	2.14	S=C(NCCNCc1ccccc1)NC1CCCCC1
i	-2.6	CN1CCN(C(=O)c2ccc3c(c2)N(Cc2ccc(Cl)cc2)C(=O)c2ccccc2S3=O)CC1 (stereo not given)
i	-2.28	COc1ccc(/C=C/CN2CCC(Oc3ccc(C(=O)N4CCCCC4)cc3)CC2)cc1
i	-1.06	COc1ccc(NC(=S)N2CCCC(c3nc4ccc(C)cc4[nH]3)C2)c(OC)c1 (stereo not given)
i	-1.57	Cc1cccc(NC(=S)NC(=O)C2CC2)c1
i	0.3	Cc1oc(=O)c(NC(=O)c2ccc(Cl)cc2)cc1C(=O)c1ccccc1
i	-1.16	COc1ccc(Cl)cc1Nc1cc(C)nc2ccccc12
i	-13.5*	CCCCCCCCCCOC(=O)Cn1c(COc2ccccc2)[n+](C)c2ccccc21
i	-2.23	CCOc1cc(/C=N/NC(=O)CSc2nncn2C)ccc1OCc1cccc(C)c1

Full records as entered above. Order of screens: CHT block, Kir21 inh
Cc1ccccc1C(=O)NCCc1nnc(SCC(=O)Nc2nc(-c3ccccc3)cs2)n1C across the screens: i, -0.97
CCOc1cc(/C=N/NC(=O)CSc2nncn2C)ccc1OCc1cccc(C)c1 across the screens: i, -2.23
COc1ccc(NC(=S)N2CCCC(c3nc4ccc(C)cc4[nH]3)C2)c(OC)c1 (stereo not given) across the screens: i, -1.06
